AI-2 QS modul = modulates the Vibrio harveyi AI-2 quorum sensing system. actives 0.4% (n = 300,000). Vibrio harveyi JMH597 AI-2 luminescence/OD600 ratio, 9 h; stronger effect = lower value; strain lacks LuxN and CqsS sensors; 0 = neutral-control median. activity change, % at 7.5 µM; in the data active = activity change below about -75%, passing the limit was not always enough; inconclusive = no clear call, values can overlap the other calls;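 also: luminescence divided by OD600 gain over 9 h not by final OD600 alone; inactives centre near 13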
SKKanGAS inh = SKKanGAS growth inhibition; S. pyogenes SKKanGAS, kanamycin growth, BacTiter-Glo, 6 h; inhibition, % at 7.5 µM; actives 1.3% (n = 300,000);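 active = mean replicate score, as percent of positive control median, at least 50; inconclusive = mean below 50 but one replicate at or above 50; inactive = mean and every replicate below 50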;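 also: strain carries kanamycin resistance gene driven by streptokinase promoter and grows in 40 µg/ml kanamycin; loss of luminescence reflects streptokinase promoter inhibition or plain growth inhibition; 0% = median of DMSO wells and 100% = positive control at its reference dose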
aSyn UTR inh = MLPCN primary screen, SNCA 5' untranslated region; actives 0.82% (n = 300,000); inhibition, % (tested at 7.5 µM); alpha-synuclein 5'UTR reporter, inhibitor activity; AID 1813; in the data active = inhibition above about 60%; inconclusive = no clear call, values can overlap the other calls;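 also: H4 neuroglioblastoma cells stably carrying SNCA 5'UTR luciferase fusion; 0% = DMSO wells and 100% = positive control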
HSF-1 act = increases HSF-1 driven luciferase reporter signal; actives 1.7% (n = 300,000); AID 504408; NIH3T3-HGL HSF-1 luciferase reporter, MG132, 8 h; 100% = twice DMSO control signal; activation, % at 9 µM;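 active = mean replicate activation of at least 50% with a set share of replicates each reaching 50%; inconclusive = only one of those two conditions met; inactive = mean below 50% and too few replicates reaching it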;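 also: 0% = median of the neutral control wells and 100% = twice that signal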
HIF activator = HIF pathway transcriptional activation; U2OS HRE-luciferase reporter, luminescence; normalized: DMSO 0%, desferrioxamine 100%; activation, % at 7.5 µM (by protocol); actives 0.32% (n = 300,000); AID 1910;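 active = mean activation of at least 10% of the iron chelator positive control signal, with at least half of replicates also reaching 10%; inconclusive = mean and replicate majority disagree about reaching 10%; inactive = mean and most replicates under 10%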
IEC-6 cytotox = kills IEC-6 intestinal cells in KLF5 counter-screen | IEC-6 cytotoxicity, luminescence viability | inhibition, % at 5 µM | actives 0.78% (n = 290,000) | AID 1825; in the data active = inhibition above about 22%;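 also: 0% = plate median of test compound wells and 100% = cytotoxic reference compound wells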
Platelet DG rel = modulates dense granule release in human platelets; human platelet-rich plasma, SFLLRN dense granule ATP release, luminescence; inhibition, %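 (compounds screened at 7.5 µM in platelet-rich plasma)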; actives 0.22% (n = 300,000); AID 1663;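 active = mean replicate score, as percent of positive control, at or above 50; inconclusive = mean below 50 but at least one replicate at or above 50; inactive = mean and every replicate below 50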
KLF5 inh = kruppel-like factor 5 inhibition. DLD-1 KLF5 promoter-luciferase reporter, luminescence. actives 0.23% (n = 290,000). inhibition, % at 5 µM. AID 1700;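 active = inhibition above a per-plate limit of that plate's mean compound inhibition plus 3 SD, cut at about 60% in these data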;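 also: 0% = DMSO wells and 100% = LY294002 at 200 µM; higher means less KLF5 promoter-driven luciferase light; inactives centre near -14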
HSF1 inh = HSF1 inhibition. NIH3T3-HGL HSE-luciferase, MG132-induced, luminescence 8 h; stronger effect = lower value. activity change, negative = inhibition, % at 7.5 µM (by protocol). actives 0.77% (n = 300,000). AID 2098;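 active = more than half of replicate wells show activity change below -50%, luminescence cut by over half; inconclusive = some wells, but at most half, below -50%; inactive = no replicate well below -50%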;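 also: luciferase reports HSF-1 transcriptional activity via heat shock element; 0% = median of DMSO wells and -100% = zero luminescence signal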
HSP90 inh = inhibitors of HSP90 luciferase refolding in rabbit reticulocyte lysate; luciferase refolding luminescence, 3 h; inhibition, % at 5.6 µM; actives 0.91% (n = 290,000);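 active = inhibition above the screen-wide mean plus 3 SD, computed separately per campaign, cut at about 16% in these data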;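 also: 0% = DMSO wells and 100% = 60 µM geldanamycin wells; inhibitors lower the luminescence because luciferase stays unfolded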
An asterisk follows results filed as active.

The opening three compounds (preview)
O=C(CCc1ccccc1)Nc1nnc(-c2cccs2)o1 was read as AI-2 QS modul inconclusive, SKKanGAS inh 0, aSyn UTR inh 7, HSF-1 act 6, HIF activator -0.1, IEC-6 cytotox -4, Platelet DG rel 18, KLF5 inh -21, HSF1 inh -3 and HSP90 inh -1.
`COc1cccc(C2CC(=O)Nc3cc4c(cc32)CCC4)c1` (stereo unspecified) gave AI-2 QS modul 20, SKKanGAS inh -1, aSyn UTR inh 84*, HIF activator -1.8, IEC-6 cytotox 46*, Platelet DG rel 7, KLF5 inh 43 and HSP90 inh -2.
Screening O=C(CCC(=O)NNC(=O)COc1ccccc1)NCc1ccccc1 returned AI-2 QS modul 5, SKKanGAS inh -9, aSyn UTR inh -50, HSF-1 act -19, HIF activator -0.4, IEC-6 cytotox 0, Platelet DG rel -1, KLF5 inh -6, HSF1 inh 1 and HSP90 inh 1.

The list itself, from the first entry:
O=C(CCc1ccccc1)Nc1nnc(-c2cccs2)o1 was read as AI-2 QS modul inconclusive, SKKanGAS inh 0, aSyn UTR inh 7, HSF-1 act 6, HIF activator -0.1, IEC-6 cytotox -4, Platelet DG rel 18, KLF5 inh -21, HSF1 inh -3 and HSP90 inh -1.
`COc1cccc(C2CC(=O)Nc3cc4c(cc32)CCC4)c1` (stereo unspecified) gave AI-2 QS modul 20, SKKanGAS inh -1, aSyn UTR inh 84*, HIF activator -1.8, IEC-6 cytotox 46*, Platelet DG rel 7, KLF5 inh 43 and HSP90 inh -2.
Screening O=C(CCC(=O)NNC(=O)COc1ccccc1)NCc1ccccc1 returned AI-2 QS modul 5, SKKanGAS inh -9, aSyn UTR inh -50, HSF-1 act -19, HIF activator -0.4, IEC-6 cytotox 0, Platelet DG rel -1, KLF5 inh -6, HSF1 inh 1 and HSP90 inh 1.
Cc1[nH]c2ccc(C(=O)NCCCN3CCOCC3)cc2c1C was read as AI-2 QS modul 10, SKKanGAS inh -7, aSyn UTR inh 7, HSF-1 act -11, HIF activator -0.7, IEC-6 cytotox 3, Platelet DG rel 4, KLF5 inh -15, HSF1 inh -7 and HSP90 inh 7.
Screening O=C(CCS(=O)(=O)c1ccc(Cl)cc1)Nc1ccc(N2CCOCC2)cc1 returned AI-2 QS modul 17, SKKanGAS inh 1, aSyn UTR inh 2, HSF-1 act -3, HIF activator 0.0, IEC-6 cytotox 4, Platelet DG rel 1, KLF5 inh -15, HSF1 inh 0 and HSP90 inh -3.
`O=C(O)CSc1ccnc2cc(Cl)ccc12` gave AI-2 QS modul 2, SKKanGAS inh -12, aSyn UTR inh -6, HSF-1 act 8, HIF activator -0.2, IEC-6 cytotox 3, Platelet DG rel -11, KLF5 inh 6, HSF1 inh -3 and HSP90 inh -1.
`COc1ccc2c(c1)c1ncn(Cc3ccc(F)cc3)c(=O)c1n2C` gave AI-2 QS modul -24, SKKanGAS inh 15, aSyn UTR inh 9, HSF-1 act 22, HIF activator -1.1, IEC-6 cytotox -2, Platelet DG rel -11, KLF5 inh 16, HSF1 inh -4 and HSP90 inh -3.
For Cn1nnnc1NCc1cccc(Cl)c1Cl the results were AI-2 QS modul 51, SKKanGAS inh -1, aSyn UTR inh 23, HSF-1 act 3, HIF activator -1.0, IEC-6 cytotox -2, Platelet DG rel 9, KLF5 inh -11, HSF1 inh 1 and HSP90 inh 3.
For Cc1ccoc1C(=O)NCCNc1ccc(Cl)cc1[N+](=O)[O-] the results were AI-2 QS modul 4, SKKanGAS inh -3, aSyn UTR inh -2, HSF-1 act 37, HIF activator -0.1, IEC-6 cytotox 10, Platelet DG rel -1, KLF5 inh 7, HSF1 inh 7 and HSP90 inh -1.
COc1cc(C(=O)Nc2cc(C)ccn2)cc(OC)c1OC was read as AI-2 QS modul -2, SKKanGAS inh -14, aSyn UTR inh -1, HSF-1 act 13, HIF activator 0.3, IEC-6 cytotox 1, Platelet DG rel -7, KLF5 inh -26, HSF1 inh 5 and HSP90 inh -1.
`O=C(CN1CCOC1=O)N1CCCC(N2CCN(c3cccc(C(F)(F)F)c3)CC2)C1` (stereo unspecified) gave AI-2 QS modul 7, SKKanGAS inh 7, aSyn UTR inh -16, HSF-1 act -2, HIF activator 0.1, IEC-6 cytotox -1, Platelet DG rel 12, KLF5 inh -26, HSF1 inh 1 and HSP90 inh -3.
`CCC1CCC(C(=O)NC(C(=O)NCCc2ccc(S(N)(=O)=O)cc2)C(C)C)CC1` (stereo unspecified) gave AI-2 QS modul 44, SKKanGAS inh -1, aSyn UTR inh 23, HSF-1 act 21, HIF activator -0.3, IEC-6 cytotox -3, Platelet DG rel -1, KLF5 inh -21, HSF1 inh 6 and HSP90 inh 0.
Screening CCc1noc(C)c1C(=O)OCC(=O)N(CC)c1c(N)n(Cc2ccccc2)c(=O)[nH]c1=O returned AI-2 QS modul -7, SKKanGAS inh 27, aSyn UTR inh 4, HSF-1 act 0, HIF activator 0.2, Platelet DG rel 10 and HSF1 inh -3.
Screening COc1ccccc1C(=O)Nc1ccnn1C1CCN(Cc2cn(C)c3ccccc23)CC1 returned AI-2 QS modul 6, SKKanGAS inh -4, aSyn UTR inh 23, HSF-1 act 1, HIF activator -0.1, IEC-6 cytotox 10, Platelet DG rel -6, KLF5 inh -19, HSF1 inh 11 and HSP90 inh -6.
Screening Cc1nn(C)c(=O)n1N(C)c1ncc(C(F)(F)F)cc1Cl returned AI-2 QS modul 18, SKKanGAS inh -2, aSyn UTR inh 14, HSF-1 act -1, HIF activator -0.5, IEC-6 cytotox 1, Platelet DG rel 9, KLF5 inh 2, HSF1 inh 1 and HSP90 inh 2.
`COc1cc(/C=N/Nc2ccccc2)ccc1O` gave AI-2 QS modul 8, SKKanGAS inh 10, aSyn UTR inh -8, HSF-1 act -17, HIF activator 0.4, IEC-6 cytotox 10, Platelet DG rel 5, KLF5 inh 7, HSF1 inh -13 and HSP90 inh 3.
For COc1cc2ccccc2cc1C(=O)Nc1ccc(Cl)cn1 the results were AI-2 QS modul 7, SKKanGAS inh -3, aSyn UTR inh -111, HSF-1 act 31, HIF activator 3.6, IEC-6 cytotox -5, Platelet DG rel 3, KLF5 inh -193, HSF1 inh 21 and HSP90 inh -4.
C=CCNC(=O)c1csc(-c2ccccc2)n1 was read as AI-2 QS modul 18, SKKanGAS inh -4, aSyn UTR inh 8, HSF-1 act -8, HIF activator 0.5, IEC-6 cytotox 9, Platelet DG rel 9, KLF5 inh 7, HSF1 inh -3 and HSP90 inh 7.
CCOC(=O)c1c(C)oc2ccc(OCC(=O)N(CC)CC)cc12 was read as AI-2 QS modul 11, SKKanGAS inh -12, aSyn UTR inh 20, HSF-1 act 3, HIF activator -0.7, IEC-6 cytotox 8, Platelet DG rel 6, KLF5 inh 2, HSF1 inh 9 and HSP90 inh 3.
`COC(=O)Cc1cnc(NC(=O)C2C3CCC(C3)C2C(=O)O)s1` (stereo unspecified) gave AI-2 QS modul 10, SKKanGAS inh 6, aSyn UTR inh 2, HSF-1 act -6, HIF activator -0.4, IEC-6 cytotox 6, Platelet DG rel -3, KLF5 inh 1, HSF1 inh 3 and HSP90 inh 4.
For O=C(NCC1CCCCC1)c1cc2ccccc2cc1O the results were AI-2 QS modul -19, SKKanGAS inh 18, aSyn UTR inh -109, HSF-1 act 16, HIF activator 2.8, IEC-6 cytotox -5, Platelet DG rel 3, KLF5 inh -130, HSF1 inh 9 and HSP90 inh -5.
For CC(=N\Nc1ccccc1)/C(=N/O)C(=O)Nc1ccccc1 the results were AI-2 QS modul -6, SKKanGAS inh 0, aSyn UTR inh 21, HSF-1 act -19, HIF activator 0.5, IEC-6 cytotox -1, Platelet DG rel 1, KLF5 inh -22, HSF1 inh 2 and HSP90 inh -3.
For COC(=O)c1c(C)[nH]c(C)c1-c1cccc([N+](=O)[O-])c1 the results were AI-2 QS modul 22, SKKanGAS inh 5, aSyn UTR inh 34, HSF-1 act -93, HIF activator -0.2, IEC-6 cytotox -3, Platelet DG rel -2, KLF5 inh -6, HSF1 inh -91* and HSP90 inh -3.
For CCOC(=O)C1=C(COC(=O)c2cccnc2Cl)NC(=O)NC1C (stereo unspecified) the results were AI-2 QS modul 10, SKKanGAS inh 0, aSyn UTR inh 0, HSF-1 act -7, HIF activator -0.3, Platelet DG rel 4 and HSF1 inh -4.
NC(=O)CNC(=O)[C@@H]1CC2(CC(c3cccc(Br)c3)=NO2)CN1C(=O)c1ccc(Br)cc1 (stereo partly specified) was read as AI-2 QS modul -2, SKKanGAS inh 14, aSyn UTR inh 21, HSF-1 act 3, HIF activator -0.8, IEC-6 cytotox -2, Platelet DG rel -14, KLF5 inh -5, HSF1 inh -2 and HSP90 inh -1.
Screening O=C(O)CSc1nnc(COc2cccc3ccccc23)o1 returned AI-2 QS modul -28, SKKanGAS inh -12, aSyn UTR inh 3, HSF-1 act -4, HIF activator -31, IEC-6 cytotox 7, Platelet DG rel -5, KLF5 inh -23, HSF1 inh -6 and HSP90 inh -3.
`O=C(O)c1cccc(N/N=C/c2cc(Br)cc(Br)c2O)c1` gave AI-2 QS modul 84, SKKanGAS inh -14, aSyn UTR inh -232, HSF-1 act 4, HIF activator 0.9, IEC-6 cytotox -10, Platelet DG rel 11, KLF5 inh -77, HSF1 inh -3 and HSP90 inh 12.
Screening O=C(NCc1ccccn1)c1ccc(Cl)c(S(=O)(=O)N2CCCCC2)c1 returned AI-2 QS modul 9, SKKanGAS inh 1, aSyn UTR inh -5, HSF-1 act 6, HIF activator 0.0, IEC-6 cytotox -4, Platelet DG rel 0, KLF5 inh -22, HSF1 inh 6 and HSP90 inh 3.
CSc1ccc(CN(C)C(=O)c2cc(=O)c3ccccc3o2)cc1 was read as AI-2 QS modul 30, SKKanGAS inh -9, aSyn UTR inh -8, HSF-1 act 1, HIF activator -0.4, IEC-6 cytotox -1, Platelet DG rel -4, KLF5 inh -4, HSF1 inh 0 and HSP90 inh -7.
`O=C(NNC(=O)c1ccccc1C(=O)O)c1ccc(S(=O)(=O)N2CCCCC2)cc1` gave AI-2 QS modul -5, SKKanGAS inh 2, aSyn UTR inh -14, HSF-1 act 7, HIF activator 0.3, IEC-6 cytotox 0, Platelet DG rel 8, KLF5 inh -9, HSF1 inh 0 and HSP90 inh 2.
`COC(=O)c1cc(S(=O)(=O)NCc2ccc3c(c2)OCO3)cn1C` gave AI-2 QS modul 20, SKKanGAS inh 2, aSyn UTR inh -9, HSF-1 act -16, HIF activator -0.6, IEC-6 cytotox -1, Platelet DG rel 15, KLF5 inh -18, HSF1 inh -4 and HSP90 inh -5.
CCCc1c(O)nc(SCC(=O)NCc2ccco2)[nH]c1=O was read as AI-2 QS modul 5, SKKanGAS inh 2, aSyn UTR inh -10, HSF-1 act -11, HIF activator -0.7, IEC-6 cytotox 6, Platelet DG rel 15, KLF5 inh -15, HSF1 inh 3 and HSP90 inh 5.
